Assay outcomes: PubChem BioAssay, Sanford-Burnham Center for Chemical Genomics
Hsp70 displacement = small molecules displacing fluorescent ligand from Hsp70 – biochemical, fluorescence polarization, primary screen (AID 583); Hsp70 fluorescence polarization probe displacement, mP; higher % means a stronger effect; one-dose displacement, % at 20 µM; IC50 in µM for titrated hits; hit rate 0.06% among 140,000; in the data active means displacement above about 50%;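 further: plate controls were vehicle for no effect and reference ligand for full effect; a part of the inactive calls stands beside numbers as strong as those of hits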
MKP-3 inhibition = inhibition of rat DUSP6 enzyme activity – biochemical, in vitro, primary screen (AID 425); hit rate 0.17% among 110,000; inhibition, % at 20 µM, or IC50 in µM where a hit was titrated; recombinant MKP-3 phosphatase activity, fluorescence; higher % means a stronger effect; in the data active means inhibition above about 50%;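 further: plate controls were vehicle for no effect and reference inhibitor for full effect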
Numbers without * were called inactive; . = no result given; & = joins results of further samples. Only part of the results is shown; the hit share may differ from the screen's.

entry	MKP-3 inhibition	Hsp70 displacement	mol
1	-0.8%	-2.7%	O=C(NCCN1CCN(c2ccccc2F)CC1)C1CC(=O)N(C2CCCC2)C1 (configuration not stated)
2	1.3%	-3.7%	O=C(CNC(=O)c1ccc(F)cc1)N=Nc1c(O)n(Cc2ccc3c(c2)OCO3)c2ccccc12
3	2.3%	-6.6%	O=C(NCc1cccnc1)c1c(Cl)cccc1Cl
4	-0.2%	2.6%	O=C(COc1ccc(Cl)cc1Cl)Nc1ccc(S(=O)(=O)Nc2ncccn2)cc1
5	7.8%	5.2%	Cc1ccc(-c2noc(CCC(N)=O)n2)cc1
6	.	-4.1%	O=C1NC2=C(CCc3ccccc32)C(c2ccc(Br)cc2)N1 (configuration not stated)
7	.	9.0%	O=C(Nc1ccccc1C(=O)O)c1cncc(Br)c1
8	8.1%	-3.6%	CC1CCCN(CC(O)COc2ccc(C34CC5CC(CC(C5)C3)C4)cc2)C1 (configuration not stated)
9	.	-6.4%	CCOc1cc(C(=O)OCC(=O)c2c(N)n(C)c(=O)n(C)c2=O)cc(OCC)c1OCC
10	-1.8%	9.7%	C=CCCCC(=O)Nc1nc2ccc(OCC)cc2s1
11	.	2.0%	CCCCC1(CCCC)NC(=S)N(Nc2ccc(C)cc2)C1=O
12	-8.2%	6.9%	Cc1cc(C)nc(SCC(=O)Nc2ncc3c(n2)CCCC3=O)n1
13	.	2.0%	CC(=O)O[C@H]1CC[C@@]2(C)C(CCC3C2CC[C@]2(C)OC(=O)CCC32)C1 (some centres not stated)
14	0.5%	1.8%	C=CCOc1ccc(/C(CC)=N/O)c(OC)c1
15	4.1%	-5.0%&-0.8%	O=C(NCc1ccco1)c1cc(-c2ccccc2)nc2ccccc12
16	-3.9%	-3.1%	O=[N+]([O-])c1ccc(NN=C2CCCCC2)c([N+](=O)[O-])c1
17	75.8%*	40.3%	O=C1NN(c2ccccc2)C(=O)/C1=C/c1ccc(Br)o1
18	12.9%	-3.8%	CCOC(=O)C1=C(C)N=c2s/c(=C\c3ccc([N+](=O)[O-])o3)c(=O)n2C1c1ccc(OC)cc1 (configuration not stated)
19	3.1%	-3.1%	COc1ccc(/C(N)=N/OC(=O)c2ccc(C)cc2)cc1
20	-3.7%	-2.4%	Cc1ccccc1NC(=O)c1cnn(-c2ccccc2)c1NC(=O)c1ccco1
21	1.2%	-0.5%	CCOC(=O)CSc1nnc([C@@H](NC(=O)OC(C)(C)C)C(C)C)o1
22	-0.1%	-2.7%	CCOC(=O)C1CCN(c2c(NCCCN(CC)c3ccccc3)c(=O)c2=O)CC1
23	.	-2.3%	COc1ccccc1N1C(=O)c2ccccc2NC1C(OC)OC (configuration not stated)
24	8.6%	-1.3%	O=C(Nc1nccs1)c1cnccn1
25	4.6%	0.9%	CC(C)COC(=O)c1ccc(NC(=O)COc2ccc(Cl)cc2Cl)cc1
26	2.6%	-0.8%	CC(=O)c1ccc(NC(=S)NC(=O)/C=C/c2ccccc2)cc1
27	3.0%	6.0%	Cn1c(=O)c(-c2ccccc2)nn2c3ccccc3nc12
28	4.2%	-2.3%	Cc1c(O)c(CN2CCCC2)cc2c1oc(=O)c1ccccc12
29	2.3%	-0.1%	Cc1ccc(C(=O)N2CCN(c3ccc(NC(=O)c4cccnc4)cc3)CC2)cc1
30	-0.1%	2.1%	COc1cc(/C=N/NC(=O)CNC(=O)C(c2ccccc2)c2ccccc2)ccc1O
31	.	3.3%	O=C(Nc1ccccc1-c1nnn(CC(=O)N2CCCc3ccccc32)n1)c1cccc(Cl)c1
32	-0.4%	2.0%	COC(=O)c1ccc(/C=N/NC(=O)CCc2c(C)n[nH]c2C)cc1
33	-0.4%	-1.8%	Cc1ccccc1C1C(C=O)=C(c2cccs2)Oc2ccccc21 (configuration not stated)
34	-7.4%	-2.2%	O=C(NO)c1ccccc1O
35	-3.2%	3.4%	CCn1c(SCC(=O)OCc2ccccc2)nc2c1c(=O)n(C)c(=O)n2C
36	9.4%	-0.8%	O=C(c1ccc(S(=O)(=O)N2CCOCC2)cc1)N1CCN=C1SCc1cccnc1
37	0.7%	0.4%	Cc1ccc(N(C(=O)Nc2ccccc2)C2C=CS(=O)(=O)C2)cc1C (configuration not stated)
38	6.5%	1.0%	O=C(CN1CCC(NC(=O)c2ccc(F)cc2)CC1)NCc1ccccc1F
39	3.8%	0.1%	c1coc(CN2CCN(Cc3ccc4c(c3)OCO4)CC2)c1
40	18.1%	-17.8%	O=C(/C=C/c1cccc([N+](=O)[O-])c1)Nc1cccc(-c2nc3cc(Cl)ccc3o2)c1
41	-3.3%	-3.7%	C/C(Nc1ccc(C)cc1)=C(/C#N)C(N)=O
42	3.0%	-2.2%	Nc1nnc(SCC(=O)Nc2nc(-c3ccccc3)cs2)s1
43	-1.6%	-1.5%	Cc1ccc(S(=O)(=O)O/N=C2\CCCc3nonc32)cc1
44	.	-2.5%	CCOC(=O)c1c(NC(=O)CSc2nnc(C)s2)sc2c1CCCCC2
45	-0.6%	4.1%	Cc1cc(NCCCN)nc(-c2ccccc2O)n1
46	-5.2%	2.1%	COc1cccc(C(=O)Nc2c3c(nn2-c2ccccc2C)CS(=O)C3)c1OC (configuration not stated)
47	-1.3%	-3.0%	CC(C)(C)OC(=O)N1Cc2ccccc2C[C@H]1C(=O)O
48	3.6%	-1.6%	O=C(NC(=S)Nc1ccc(NC(=O)c2ccco2)c(Cl)c1)c1ccco1
49	.	5.6%	O=C(Nc1nnc(SCc2ccccc2)s1)c1cc2c(s1)CCCC2
50	-8.7%	-2.5%	CCOc1ccccc1OCC(=O)O
51	.	1.5%	O=C(O)CCc1ccc(-c2ccc(Cl)cc2)o1
52	-0.5%	-0.6%	CCc1ccccc1NC(=O)CN(c1ccc(C)cc1)S(=O)(=O)c1ccc(SC)cc1
53	2.4%	-0.9%	O=c1[nH]c(SCc2cc(=O)n3ccccc3n2)nc2c1CCC2
54	.	2.8%	COC(=O)C1=C(N)c2ccccc2C1(C#N)c1ccccc1 (configuration not stated)
55	0.0%	0.1%	Cc1ccc(-n2[nH]c(C)c(C=Nc3ccc(S(=O)(=O)Nc4nccs4)cc3)c2=O)cc1C
56	.	0.6%	CCOC(=O)c1c(C)oc2c1c(C(c1ccncc1)N1CCOCC1)c(O)c1ccccc12 (configuration not stated)
57	-4.3%	-1.5%	CC(C)(C)c1ccc(C(=O)NCCSc2nc3ccccc3s2)cc1
58	4.2%	6.1%	O=C1/C(=C/c2ccccc2[N+](=O)[O-])SC(=S)N1c1cccc(Br)c1
59	.	5.2%	NC(=O)c1ncc(C(F)(F)F)cc1Oc1cccc(C(F)(F)F)c1
60	.	4.1%	CSc1nsc(SC)c1C(=O)NCCNS(=O)(=O)c1ccc(C)cc1

Fetched by compound from the entries so far, 4 records:
entry	MKP-3 inhibition	Hsp70 displacement	mol
36	9.4%	-0.8%	O=C(c1ccc(S(=O)(=O)N2CCOCC2)cc1)N1CCN=C1SCc1cccnc1
43	-1.6%	-1.5%	Cc1ccc(S(=O)(=O)O/N=C2\CCCc3nonc32)cc1
2	1.3%	-3.7%	O=C(CNC(=O)c1ccc(F)cc1)N=Nc1c(O)n(Cc2ccc3c(c2)OCO3)c2ccccc12
60	.	4.1%	CSc1nsc(SC)c1C(=O)NCCNS(=O)(=O)c1ccc(C)cc1

Profiles, looked up by structure.
`CC(=O)c1ccc(NC(=S)NC(=O)/C=C/c2ccccc2)cc1` reads MKP-3 inhibition = 2.6%; Hsp70 displacement = -0.8%
`Cn1c(=O)c(-c2ccccc2)nn2c3ccccc3nc12` reads MKP-3 inhibition = 3.0%; Hsp70 displacement = 6.0%
`COc1cc(/C=N/NC(=O)CNC(=O)C(c2ccccc2)c2ccccc2)ccc1O` reads MKP-3 inhibition = -0.1%; Hsp70 displacement = 2.1%

MKP-3 inhibition, hit marks shown above
entry	MKP-3 inhibition	Hsp70 displacement	mol
17	75.8%*	40.3%	O=C1NN(c2ccccc2)C(=O)/C1=C/c1ccc(Br)o1

(continued)
entry	MKP-3 inhibition	Hsp70 displacement	mol
61	5.4%	0.4%	CCc1sc(C(=O)NCc2cc(C)n(C)n2)cc1Br
62	.	-2.6%	O=C(O)c1cccnc1
63	-2.0%	0.9%	CCOC(=O)c1ccc(NC(=O)CN(c2cccc(C(F)(F)F)c2)S(C)(=O)=O)cc1
64	2.4%	-3.9%	O=C1CCC2CCCCC2(O)O1 (configuration not stated)
65	-0.1%	4.3%	CCCCOC(=O)CSc1nnc(-c2ccc(Cl)cc2Cl)o1
66	-2.9%	-2.8%	O=C(NCc1ccc(F)cc1)C1CC(=O)N(CCc2ccccc2)C1 (configuration not stated)
67	-5.4%	.	CCOC(=O)NC(Nc1sc2c(c1C(N)=O)CCCC2)(C(=O)OCC)C(F)(F)F (configuration not stated)
68	4.5%	-4.7%	O=C1NC(=Nc2ccccc2)S/C1=C/c1cccc(C(F)(F)F)c1
69	-5.6%	7.9%	COc1ccccc1OCC(O)Cn1nc(C)cc1C (configuration not stated)
70	0.0%	-0.7%	Cc1ccc(/C(O)=C2\C(=O)C(=O)N(c3nccs3)C2c2cccs2)cc1 (configuration not stated)
71	.	8.4%	COc1ccc(C2NC(=O)c3ccccc3O2)cc1OC (configuration not stated)
72	.	6.2%	CC(C)Oc1ccc(Cn2c(=O)sc3ccccc32)cc1
73	-1.2%	1.4%	O=C(O)/C=C/C(=O)Nc1ccc(-c2ccc(NC(=O)/C=C/C(=O)O)cc2)cc1
74	5.3%	-3.1%	CCCOc1ccc(N2C(=O)CC(Nc3ccc(Cl)cc3)C2=O)cc1 (configuration not stated)
75	-0.4%	4.3%	CC1=NN(c2ccccc2)C(c2ccc(O)cc2)C1 (configuration not stated)
76	-0.5%	-2.4%	Cc1c(C(=O)Oc2ccc(Cl)cc2)cccc1[N+](=O)[O-]
77	-2.5%	-11.4%	COc1ccccc1N1C(=O)CC(N2CCN(c3ccccn3)CC2)C1=O (configuration not stated)
78	-4.5%	7.1%	N#CCCn1ncn(-c2ccccc2)c1=S
79	.	-1.3%	COc1ccc(-c2cc(C(F)(F)F)nc(SCCC(=O)Nc3cc(C)on3)n2)cc1
80	3.5%	-2.6%	O=C1CCC(=O)N1CN(C(=O)c1ccco1)c1ccc(Cl)c(Cl)c1
81	1.9%	4.3%	CCCN(C(=O)Cc1nc(N)n[nH]1)C1(C(=O)Nc2c(C)cccc2C)CCCCC1
82	.	0.5%	CCOC(=O)c1c(C)[nH]c(C(=O)COC(=O)C2(C)CC2(Cl)Cl)c1C (configuration not stated)
83	-9.8%	-0.1%	CCOC(=O)CCSc1nc2c(c(C(F)(F)F)c1C#N)CCC2
84	-3.6%	0.0%	NC(=O)c1c(N)sc2c1CCCC2
85	3.9%	-4.8%	O=C1C2C3C=CC(CC3)C2C(=O)N1c1ccc2c(c1)OCO2 (configuration not stated)
86	-5.4%	-1.3%	CC(Sc1nc(N2CCOCC2)nc(N2CCOCC2)n1)C(=O)Nc1ccccc1 (configuration not stated)
87	-3.2%	0.8%	O=C(Nc1ccc(N2CCCCC2)cc1)c1ccc(F)cc1
88	-13.0%	1.3%	O=C(NCc1ccc2c(c1)OCO2)c1ccncc1
89	-9.0%	8.0%	CC(=O)c1cccc(NC(=O)C2CCN(S(=O)(=O)c3ccc(F)cc3)CC2)c1
90	-2.3%	-0.1%	Oc1ccc(CNc2ccccc2F)c2cccnc12
91	2.1%	-4.0%	O=C(NCc1ccncc1)C(=O)Nc1ccccc1Cl
92	5.1%	4.5%	COc1ccc(CC(=O)NC(C)c2nnc(SCc3nc4ccccc4c(=O)[nH]3)n2C)cc1 (configuration not stated)
93	-14.8%	0.6%	S=c1[nH]nc(C2COc3ccccc3O2)o1 (configuration not stated)
94	3.0%	0.7%	Nn1c(N2CCOCC2)nc2ccccc21
95	2.7%	2.6%	CCOC(=O)C(C#N)C1(c2ccc(C)cc2)CCOC(C)(CC)C1 (configuration not stated)
96	3.4%	-7.2%	Cc1ccc2cc(CN(C(=O)c3cccnc3)C(C)C)c(=O)[nH]c2c1
97	-2.7%	-0.7%	CC(C)Oc1ccccc1C1CC(=O)Nc2cc3c(cc21)OCO3 (configuration not stated)
98	-7.4%	0.6%	CC12C(=O)N(c3nccs3)C(=O)C1C1C=CC2C1 (configuration not stated)
99	-2.8%	0.4%	CC(C)(C)n1ncc2c(=O)n(CC(=O)NCc3ccc(F)cc3)cnc21
100	-3.1%	0.5%	O=C(NC1CC2CCCC(C1)N2CC(=O)N1CCCc2ccccc21)C1CCCCC1 (configuration not stated)
101	-3.8%	-1.3%	CCCc1cc(-n2ccnc2C)n2c(nc3ccccc32)c1C#N
102	.	0.2%	O=C(Nc1ccc2c(c1)OCO2)C1CC(c2ccc(Cl)cc2)=NO1 (configuration not stated)
103	-13.6%	4.3%	COc1ccc(C(C)=O)cc1COC(=O)c1ccc2c(c1)OCO2
104	-1.4%	3.8%	O=C(COC(=O)c1ccc(Br)o1)Nc1nc2ccccc2s1
105	.	4.2%	Cc1ccc(C(=O)Nc2cc(=O)n(C)c(=O)n2C)o1
106	-14.4%	2.1%	CCOC(=O)c1ccc(NC(=O)CCC(=O)OC)cc1
107	-12.9%	-1.1%	Cc1ccc(S(=O)(=O)N2CCOCC2)cc1C(=O)O
108	.	5.0%	Cc1ccccc1NC(=O)CCN1C(=O)CSC1=O
109	2.4%	3.3%	O=c1c2ccccc2nc(SCc2ccc(Cl)cc2)n1-c1ccccc1
110	.	2.7%	CCOC(=O)c1c(C)[nH]c(C(=O)OCC(=O)Nc2cc(Cl)ccc2OC)c1C
111	2.5%	-2.5%	NC(=O)c1ccc(NC(=O)COc2ccc3ccccc3c2)cc1
112	-3.7%	-1.3%	CC(=O)c1cccc(N2C(=O)C3CCCCC3C2=O)c1 (configuration not stated)
